Compound activity (PubChem BioAssay)
Tau fil binding – qHTS Assay for Tau Filament Binding; Microtubule-associated protein tau (Homo sapiens), P10636; recombinant tau filaments, thioflavin S fluorescence, 15 h; filaments grown with octadecylsulfate alongside compound; Potency, µM (highest dose often 57.1 µM), for inactives: at the highest dose activity change, negative = inhibition; hit rate 2% among 71,000; AID 596, 2007;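 note: potency is the fitted concentration of half-maximal effect; % is set by controls: 0 for no effect and ±100 for the full control effect; actives lower thioflavin S fluorescence by blocking filaments or displacing dye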
Target sequence (P10636 whole entry, looked up): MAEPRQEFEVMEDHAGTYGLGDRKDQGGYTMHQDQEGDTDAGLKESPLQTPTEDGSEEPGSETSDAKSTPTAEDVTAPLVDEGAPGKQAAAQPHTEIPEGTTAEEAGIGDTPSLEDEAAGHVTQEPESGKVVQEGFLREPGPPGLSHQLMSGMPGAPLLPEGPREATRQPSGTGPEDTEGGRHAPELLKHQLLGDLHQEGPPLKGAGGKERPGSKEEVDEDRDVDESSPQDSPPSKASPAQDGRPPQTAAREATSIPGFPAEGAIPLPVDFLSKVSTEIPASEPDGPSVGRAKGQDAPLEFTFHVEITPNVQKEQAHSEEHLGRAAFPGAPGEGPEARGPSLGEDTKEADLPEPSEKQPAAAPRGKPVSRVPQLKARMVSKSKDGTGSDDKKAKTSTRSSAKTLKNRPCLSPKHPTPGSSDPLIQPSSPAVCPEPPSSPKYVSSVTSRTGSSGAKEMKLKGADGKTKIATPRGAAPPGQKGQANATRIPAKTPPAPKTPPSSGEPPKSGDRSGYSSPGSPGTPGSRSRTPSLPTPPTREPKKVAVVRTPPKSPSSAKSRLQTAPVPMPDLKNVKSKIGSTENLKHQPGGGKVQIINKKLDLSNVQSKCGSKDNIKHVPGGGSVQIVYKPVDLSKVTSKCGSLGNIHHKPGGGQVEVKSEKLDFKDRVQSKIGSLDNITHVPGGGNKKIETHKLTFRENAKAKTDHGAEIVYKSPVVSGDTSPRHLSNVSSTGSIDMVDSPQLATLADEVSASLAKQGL
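Quantitative HTS: thioflavine S signal from ODS-induced tau filaments, excited at 450 nm, emission 510 nm. Conditions: 1 uM tau, 30 uM ODS, 15 h at 37 C, pH 7.4.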
UbGFP stabilizer – Ubiquitin-GFP Assay | Ubiquitin-GFP reporter cells, proteasome inhibition, GFP fluorescence; response scale: untreated = 0%, 10 µM MG-132 = 100% | Potency, µM (series often up to 45.9 µM), for inactives: at the top dose activation (GFP accumulation), hits mostly activators | 67,000 tested, under 10 active; active = well fitted activation curve with a large enough effect, not every such curve was filed as active; inconclusive = small, poorly fitted or top-dose-only effect, or another doubt; inactive = no such curve, though single readings can be large or run the other way; note: potency is the fitted concentration of half-maximal effect
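GFP accumulation read-out: laser plate cytometry counting ubiquitin(G76V)-GFP-expressing U2OS cells after 4 hr compound exposure at 37 °C. Titrations spanned 46 uM to 2.9 nM; 0% = basal, 100% = 10 uM MG-132; concentration-response curves fitted.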
Luciferase inh – qHTS Assay for Inhibitors of Firefly Luciferase; Luciferin 4-monooxygenase (Photinus pyralis), P08659; purified firefly luciferase, luminescence, 8 min; Potency, µM (highest dose often 57.1 µM), for inactives: top-dose activity change, negative = inhibition, actives largely listed as inhibitors; hit rate 2.2% among 72,000; AID 411, 2009; note: potency is the fitted concentration of half-maximal effect; % is set by controls: 0 for no effect and ±100 for the full control effect; nearly all actives have a fitted effect of over 40% in size
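Inhibition of light generation by firefly luciferase from ATP and luciferin was profiled with concentration-response curves per sample, ATP held at 10 uM within the enzyme's linear range. Plates were read by luminescence after an 8-minute ambient incubation.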
HBB splice mod – qHTS Assay for Modulators of Hemoglobin Beta Chain Splicing; HBB splicing reporter cell assay, activation; EGFP reporter with mutant IVS2-654 intron; response scale: normalised to 500 nM splice-correcting PNA; Potency, µM (doses to about 46.1 µM), for the others: at the top dose activation, hits mostly activators; hit rate 0.06% among 65,000; note: potency is the fitted concentration of half-maximal effect; 0% is about no effect
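HeLa cells stably expressing EGFP interrupted by mutant beta-globin intron 2 (IVS2-654), 500/well in 2% FCS. Treated with compound for 2 days at 37C. Splicing correction scored as total well GFP intensity (488 nm excitation, 500-520 nm emission); 500 nM antisense PNA served as control.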
CRE-bla Fsk – Cell signaling CRE-BLA (Fsk stim) | Potency, µM (titrated, usually from 38.2 µM), for the others: top-dose activity change, negative = inhibition, most hits filed as activators | CHO CRE-bla reporter (cAMP response element driving beta-lactamase), forskolin EC10, beta-lactamase ratio | AID 662, 2007 | hit rate 2.5% among 71,000; active = well fitted activation curve with a large enough effect in the signal ratio, with a control signal flat, not every such curve was filed as active; inconclusive = small, poorly fitted or top-dose-only effect, or effect the other way, or a change in a side signal; the % refers to the signal ratio; note: potency is the fitted concentration of half-maximal effect; % of control where 0% means no effect
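CRE-bla CHO cells stimulated with EC10 NKH 477 (water-soluble forskolin) and compound titrations, 3 h at 37C; beta-lactamase read with CCF4 after 2 h at room temperature. Activity from 460/530 nm emission ratio, AC50 values for positive or negative modulation.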
15-hLO inh – qHTS Assay for Inhibitors of 15-hLO (15-human lipoxygenase). Polyunsaturated fatty acid lipoxygenase ALOX15 (Homo sapiens), P16050. purified 15hLO-1, xylenol orange hydroperoxide absorbance. Potency, µM (series often up to 57.1 µM), for inactives: at the top dose activity change, negative = inhibition, most hits filed as inhibitors. hit rate 1.4% among 74,000. AID 887, 2007; note: potency is the fitted concentration of half-maximal effect; % is set by controls: 0 for no effect and ±100 for the full control effect; nearly all actives have a fitted effect of over 55% in size
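Purified human 15hLO-1 (40 nM) in 25 mM Hepes pH 7.5, 0.01% Triton X-100, preincubated 15 min RT with compound, then 50 uM arachidonic acid for 6 min. Hydroperoxide read by ferrous/xylenol orange, 30 min; 573/405 nm absorbance ratio gave progress.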
HADH2 inhib – qHTS Assay for Inhibitors of HADH2 (Hydroxyacyl-Coenzyme A Dehydrogenase, Type II). Potency, µM (series often up to 57.1 µM), inactives show at the top dose activity change, negative = inhibition, actives largely listed as inhibitors. recombinant HADH2, NADH fluorescence, beta-hydroxybutyryl-CoA. hit rate 3.4% among 73,000. 3-hydroxyacyl-CoA dehydrogenase type-2 (Homo sapiens), Q99714; note: potency is the fitted concentration of half-maximal effect; % is set by controls: 0 for no effect and ±100 for the full control effect; nearly all actives have a fitted effect of over 60% in size; many of its hits are not listed in these tables
Target sequence (Q99714 whole entry, looked up, one chain of several): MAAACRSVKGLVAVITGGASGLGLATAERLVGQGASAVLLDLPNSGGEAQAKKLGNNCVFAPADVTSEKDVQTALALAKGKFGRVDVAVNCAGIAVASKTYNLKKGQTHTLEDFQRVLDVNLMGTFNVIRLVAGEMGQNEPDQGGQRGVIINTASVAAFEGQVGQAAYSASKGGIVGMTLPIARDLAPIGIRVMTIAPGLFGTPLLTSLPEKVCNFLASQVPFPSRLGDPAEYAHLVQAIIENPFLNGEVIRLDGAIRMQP
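Read-out: 360 nm excitation, 450 nm emission, kinetic over 4 min. Conditions: His-tagged human HADH2 20 nM, pH 9.0 Tris with Tween-20, 1 mM NAD+, 90 uM beta-hydroxybutyryl-CoA.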
DNA Pol III inh – qHTS Assay for Inhibitors of DNA Polymerase III Holoenzyme System; reconstituted DNA polymerase III holoenzyme replication, biochemical; Potency, µM (titrated, usually from 57.1 µM), for inactives: at the highest dose activity change, negative = inhibition; hit rate 0.25% among 71,000; note: potency is the fitted concentration of half-maximal effect; % is set by controls: 0 for no effect and ±100 for the full control effect
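Reconstituted *E. coli* holoenzyme (0.35 nM Pol III, 1 nM beta, 154 nM SSB, 2 nM primase) was preincubated with compound for 15 min at RT. Synthesis on 1.4 nM ssM13Gori ran 35 min, then was stopped with PicoGreen/EDTA and read as dsDNA fluorescence.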
ERK AVP inh – qHTS Assay for Inhibitors of the ERK Signaling Pathway using a Homogeneous Screening Assay; HEK293-V1b, vasopressin-stimulated pERK AlphaScreen; Potency, µM (series often up to 57.5 µM), for the others: top-dose activity, negative = inhibition, hits mostly inhibitors; hit rate 0.99% among 72,000; note: potency is the fitted concentration of half-maximal effect; % is set by controls: 0 for no effect and ±100 for the full control effect; nearly all actives have a fitted effect of over 55% in size
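Phosphorylated ERK1/2 detected via AlphaScreen bead proximity in lysates of V1b-expressing HEK293 cells given 25 nM vasopressin for 5 min after 30 min compound exposure (37 °C). AC50 from Hill equation; basal DMSO 0%, vasopressin 100%.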
Hsp90 Hop PPI – qHTS Assay for Disrupters of an Hsp90 Co-Chaperone Interaction. hit rate 0.44% among 71,000. Potency, µM (titrated, usually from 57 µM), for inactives: at the highest dose activity change, negative = inhibition. AlphaScreen TPR2A-His6 binding biotin-Hsp90 C-terminal peptide. Hsp90 C-terminal peptide / TPR2A (Hop) interaction, human; active = well fitted curve in either direction with a large enough effect; inconclusive = small, poorly fitted or top-dose-only effect, or another doubt; note: potency is the fitted concentration of half-maximal effect; % is set by controls: 0 for no effect and ±100 for the full control effect; many of its hits are not listed in these tables
GFP derepression – qHTS Assay for Epigenetic Modulators; mouse C127i GFP locus derepression, cytometry, 30 h; AID 597, 2007; hit rate 0.09% among 68,000; Potency, µM (highest dose often 46.1 µM), inactives show top-dose GFP derepression (activation); note: % of control where 0% means no effect
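Derepression screen: silenced CMV-GFP reporter in murine C127i cells, 30 h compound incubation at 37 C, washed cells imaged by laser-scanning cytometer to enumerate GFP-expressing objects of 20 to 120 um.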
* marks the source's active call; other numbers are inactive results; ? = inconclusive; nt = not tested or not shown; [ ] = remark or other dose. Unless noted, calls come from the whole dose curve; as a rule, active = well fitted curve in the direction sought with a large enough effect; inconclusive = small, poorly fitted or top-dose-only effect, or another doubt; inactive = no such curve, though single readings can be large; an effect the other way counts as inactive or inconclusive. Only part of the results is shown (hit frequency here may not be typical).

SMILES	Tau fil binding	UbGFP stabilizer	Luciferase inh	HBB splice mod	CRE-bla Fsk	15-hLO inh	HADH2 inhib	DNA Pol III inh	ERK AVP inh	Hsp90 Hop PPI	GFP derepression
CC(C)CC1NC(=O)N(CC(=O)c2ccc3c(c2)OCCO3)C1=O (centres undefined)	-11.0%	-6.2%	-23.7%	0.2%[57.5 µM]	-9.8%	0.3%	1.4%	-2.2%	?	3.3%	4.8%
CC(C)Cn1c(-c2ccccc2F)n[nH]c1=S	7.7%	-3.7%	-1.3%	-1.2%	-1.1%	-21.6%	-27.5%	-5.4%	-22.1%	-2.6%	-2.7%
CC(=O)NCCNc1nc(-c2ccccc2Cl)nc2ccccc12	0.0%	-5.9%	-0.3%[2.29 µM]	-0.7%	?	2.9%	2.8%	-4.6%	-2.9%	-1.2%	-0.6%[9.22 µM]
CCN(CC)c1ccc(NC(=O)CN2C(=O)CC(C)(C)S(=O)(=O)c3ccccc32)c(C)c1	?	-10.0%	-1.7%	0.3%	-8.9%	-6.3%	-15.8%	-5.1%	-9.2%	-7.4%	-2.3%
O=C1C2C3C=CC(C3)C2C(=O)N1c1nccs1 (centres undefined)	-3.5%	-3.6%	-0.4%	0.5%	3.3%	6.3%	-7.2%	-4.7%	-6.7%	0.0%	4.8%
Cc1ccc(NC(=O)CSc2nnc(Cc3cccn3C)n2-c2ccc(F)cc2)cc1	9.2%	-5.7%	-1.1%	-1.2%	?	-14.6%	-9.4%	-0.4%	-13.9%	-4.4%[2.3 µM]	nt
COc1cc([C@H](O)C(=O)O)ccc1O	-1.0%	1.7%	1.6%	1.2%	-7.3%	13.0%	-12.2%	17.9%	-3.4%	-1.4%	-3.3%
C[C@@](O)(CNS(=O)(=O)c1ccccc1)c1ccccc1	-1.6%[11.4 µM]	-1.5%[9.17 µM]	3.1%[11.4 µM]	-0.2%[9.22 µM]	-1.2%[7.6 µM]	-3.7%[11.4 µM]	0.5%[11.4 µM]	4.7%[11.4 µM]	1.8%[11.5 µM]	-3.2%[11 µM]	5.7%[9.22 µM]
COC(=O)N1CCC2(CCN(C(=O)NC(C)C)CC2)CC1	16.8%	4.5%	1.8%[11.4 µM]	5.1%	-9.1%	0.1%	6.1%	7.5%	17.5%	-8.5%	7.0%[9.22 µM]
Cc1ccc(N2C(=O)c3ccc(C(=O)NCCN4CCOCC4)cc3C2=O)cc1	6.8%	-5.6%	1.3%	0.4%	-0.3%	3.0%	5.1%	-1.4%	5.7%	-2.8%	2.4%
C=C(C)Cn1c(CCCNC(=O)CC)nc2ccccc21	-1.0%	-0.1%	2.6%	-1.2%	18.4%	1.1%	4.6%	-2.5%	13.7%	1.4%	1.2%
COc1ccc(OC)c(NC(=O)c2c(NC(=O)c3ccco3)sc3c2CCC3)c1	-3.3%	0.1%	-0.3%	1.9%	6.7%	-6.1%	-10.4%	2.2%	-4.3%	-2.6%	3.4%
COc1ccc(-n2c(Cc3cccn3C)nnc2SCC(=O)Nc2cccc(OC)c2)cc1	-12.5%	4.3%	-1.4%	-0.1%	?	-3.5%	-1.0%	3.4%	?	-4.9%[2.3 µM]	nt
C=CCNc1oc(-c2ccc(OCC)cc2)nc1C#N	23.2%	-0.3%	-2.2%	-1.3%	?	5.0%	31.6µM*	-2.2%	?	?	-1.5%
C=CCNC(=O)CCCOc1cc(C)ccc1C	-6.2%	2.8%	-1.0%	-1.1%	-0.5%	-4.2%	0.9%	-1.3%	4.6%	-2.0%	0.0%
COCCN(C(=O)c1csnn1)C(C(=O)NC1CCCCC1)c1cccs1 (centres undefined)	-4.9%	-3.3%	0.4%	-0.1%[57.5 µM]	3.6%	-3.7%	-14.1%	-3.1%	17.4%	-1.8%	5.4%
Cn1nccc1C(=O)NCCN1C(=O)OC(C)(C)C1(C)O (centres undefined)	-3.9%	-1.6%	1.4%	0.6%	-1.6%	13.8%	-1.8%	0.8%	-6.5%	-2.7%	-2.0%
N#C/C(=C(/O)CSc1nnc(Cc2cccs2)n1C1CCCCC1)c1nc2ccccc2[nH]1	-22.4%	-3.7%	0.4%	-6.4%	1.8%	-91.9%	?	-3.5%	-25.3%	-7.8%	-2.5%
O=C(c1ccc(N2CCCC2=O)cc1)N1CCCCCC1	9.1%	17.4%	0.8%	0.0%	?	2.2%	1.1%	3.4%	6.6%	1.3%	2.1%
COc1ccc(NC(=O)C2Cc3ccccc3CN2C(=O)c2ccccc2)cn1 (centres undefined)	114.4%	2.5%	-0.3%	2.0%	-13.2%	-1.6%	8.8%	-1.2%	-0.6%	-3.0%	1.0%
COc1ccc(CCNc2nc(-c3ccco3)cc(C(F)(F)F)n2)cc1OC	16.0%	-13.4%	-0.8%	-0.4%	?	-23.5%	-15.6%	-6.3%	23.4%	9.9%	0.0%
OCC(CO)(CO)N=Cc1c(O)ccc2ccccc12	?	7.3%	-2.9%	-1.4%	-10.1%	?	?	-12.3%	-20.8%	-0.8%	0.0%
CN1CCN(c2ncc3nc(-c4ccccc4)c(=O)n(C)c3n2)CC1	-11.5%	-3.3%	-1.4%[11.4 µM]	0.0%	?	-2.1%	137.3%[activator]	-3.5%	-0.5%	-2.0%	13.5%[9.22 µM]
CN(C)c1ccc(C(c2nnnn2CCOC(=O)Nc2ccc(Cl)cc2)N2CCOCC2)cc1 (centres undefined)	-6.0%	1.6%	3.2%	nt	4.4%	-11.2%	0.6%	-9.2%	-11.2%	-22.7%	6.8%
O=C(NCC1CCCO1)c1c(O)c2ccccc2[nH]c1=O (centres undefined)	13.1%	-3.9%	1.9%	nt	2.0%	0.3%	-8.1%	-3.7%	-9.9%	-3.7%	3.4%
CCCNC(=O)c1ccc2c(c1)ncn2-c1ccccc1OC	-5.6%	-2.8%	-7.4%	-0.7%	2.5%	-2.9%	10.6%	-2.7%	-22.7%	-0.8%	8.4%
Cc1nnc(SCC(=O)NC2CC2)n1CCc1ccccc1	-0.4%	5.2%	-0.7%	-0.6%	0.9%	15.6%	2.5%	-0.5%	-10.0%	-0.4%	1.2%
CC(C)OCC(O)CN1CCN(CC(O)COc2ccc3c(c2)OCO3)CC1 (centres undefined)	2.8%	-1.1%	-1.5%	0.0%	-4.0%	9.4%	12.0%	2.5%	-20.8%	-4.7%	4.3%
O=C(CSc1nc(N2CCCCC2)nc(N2CCCCC2)n1)N1CCc2ccccc21	12.0%	-2.8%	0.5%	-0.1%	-2.1%	6.4%	2.6%	6.3%	1.5%	-2.8%	1.7%
COC(=O)C(CCSC)NC(=O)C(NC(=O)C1CCC(C)CC1)C(C)C (centres undefined)	5.3%	0.9%	3.1%	-1.8%	10.3%	-3.1%	2.1%	-2.7%	26.0%	1.6%	-2.9%
Cc1cc(NC(=O)COC(=O)COc2ccc3c(c2)CCC3)no1	8.2%	1.8%	-1.9%	-2.1%	-3.0%	1.1%	-3.6%	-0.6%	12.3%	-0.6%	-1.1%
COc1cccc(-c2ccc3ncnc(NCc4cccs4)c3c2)c1	197.3%	1.0%	-0.4%[2.29 µM]	-2.3%	?	3.2%	0.5%	16.9%	15.8µM*	-1.4%	2.9%[9.22 µM]
CC(O)c1nc2ccc(Cc3ccc4nc(C(C)O)[nH]c4c3)cc2[nH]1 (centres undefined)	-7.1%	-5.4%	-12.2%	-3.6%	?	38.3%[activator]	-4.8%	3.4%	11.6%	5.1%	0.0%
